PLAP inhibitors HTS – inhibition of human placental alkaline phosphatase – biochemical, luminescence, HTS (AID 690) | one-dose inhibition, % at 20 µM; IC50 in µM for titrated hits | purified PLAP, luminescent substrate; higher % means a stronger effect | 0.08% of 96,000 active; in the data active = a potency from the dose series; inactive = the rest, 99 in 100 with inhibition below about 30%; note: strong numbers were not always called active
NFkB transloc pot – enhances IL-1B driven NFkB nuclear translocation. HUVEC IL-1B NFkB p65 nuclear translocation imaging. 0.3% of 94,000 active. AID 819. activation, % at 2 µM;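 active = activation above 40%, about the mean plus 3 SD, also judged a hit on visual image review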;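 note: percent activation is computed from the nuclear over cytoplasmic p65 intensity ratio; values of inactives mirror those of a sister screen read the other way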
Bcl-B TR3 displacers – displacers of TR3 peptide from Bcl-B, primary screen, selectivity assay for Bfl-1 inhibitor project, biochemical, fluorescence polarization. FP displacement of FITC-TR3 peptide from Bcl-B; higher % means a stronger effect. 0.11% of 96,000 active. AID 748. displacement, % at 20 µM, or IC50 in µM where a hit was titrated;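 active = displacement above 50% at 20 µM plus a fluorescence interference ratio under 1.5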;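 note: plate controls were wells without compound for no effect and wells lacking Bcl-B protein for full effect; a part of the inactive calls stands beside numbers as strong as those of hits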
MRP reversal – compounds reversing MRP-mediated drug resistance. differential viability (reversal), % at 10 µM. H69AR cells + 2 uM doxorubicin, CellTiter-Glo, 72 h. 0.04% of 85,000 active. AID 602;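 active = viability drop by adding the cancer drug above about 55%, with treated viability meeting a 40% cutoff, limit read from the data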;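 note: viability without doxorubicin minus viability with 2 µM doxorubicin for each compound; larger differential means the compound sensitizes cells more to doxorubicin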
NFkB transloc inh – blocks IL-1B driven NFkB nuclear translocation in HUVEC cells | HUVEC IL-1B NFkB p65 nuclear translocation imaging | inhibition, % at 2 µM | 0.43% of 94,000 active;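 active = inhibition above about 30% together with a positive call from visual inspection of the well image, limit read from the data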;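 note: nuclear over cytoplasmic p65 intensity ratio measured by imaging; 0% = IL-1B stimulated DMSO wells and 100% = unstimulated DMSO wells; values of inactives mirror those of a sister screen read the other way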
MRP reversal cytotoxicity – second read-out of MRP reversal, no call of its own (marks repeat the call); viability, %; H69AR cells, CellTiter-Glo, 72 h; measured here: cytotoxicity without doxorubicin
MRP reversal with doxorubicin – recorded beside MRP reversal, whose call it bears; viability, %; measured here: viability with 2 uM doxorubicin; stronger effect = lower value
NFkB transloc inh cell count 2 µM – second read-out of NFkB transloc inh, no call of its own (marks repeat the call); cell count; measured here: cells passing quality filter;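 raw number of nuclei counted in each imaged well without normalization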
NFkB transloc pot cell count 2 µM – also measured in NFkB transloc pot; calls as there; cell count; measured here: cells passing quality filter
Numbers without * were called inactive; . = no result given.

Each structure is followed by: PLAP inhibitors HTS	MRP reversal with doxorubicin	Bcl-B TR3 displacers	NFkB transloc inh cell count 2 µM	NFkB transloc pot cell count 2 µM	NFkB transloc pot	MRP reversal	MRP reversal cytotoxicity	NFkB transloc inh
1	COc1ccc(C(=O)NCC(=O)NCC2(N(C)C)CCCCC2)cc1OC
    5.7%	.	0.8%	140	140	-3.2	.	.	3.2
2	COC(=O)c1cc(COC(=O)c2cccnc2SC)oc1C
    -6.7%	85.5	-7.4%	175	175	8.8	18.5	104.0	-8.8
3	Cc1c(CN(C)C)c2c(n1Cc1ccccc1)C(=O)c1ccc(Br)cc1-2
    -44.1%	32.5	.	171	171	8.8	-27.0	5.5	-8.8
4	C=CCN(C1CCCCC1)S(=O)(=O)c1ccc2c(c1)oc(=O)n2C
    -12.4%	76.2	-9.9%	73	73	-0.2	18.9	95.1	0.3
5	O=C(COc1ccc(Cl)cc1Br)N1CCN(c2ccccc2)CC1
    -1.7%	74.3	-1.3%	171	171	7.0	17.3	91.7	-7.0
6	CCOC(=O)c1nnn(-c2nc(OC)nc(N3CCCC3)n2)c1-c1ccccc1
    -12.2%	75.0	1.0%	174	174	2.9	-1.1	73.9	-2.9
7	COC(=O)Cc1cc(=O)n2[nH]c(C)cc2n1
    -2.5%	86.5	8.2%	32	32	7.0	-4.8	81.6	-7.0
8	Cc1occc1C(=O)N1CCN(Cc2ccccc2)CC1
    -26.8%	94.2	-9.3%	55	55	13.5	3.2	97.4	-13.5
9	CC(C)=CCSc1nnc([C@@H](NC(=O)OC(C)(C)C)C(C)C)o1
    -87.5%	72.0	0.4%	159	159	-10.7	12.0	84.0	10.7
10	O=C(c1ccco1)c1n[nH]nc1-c1ccccc1
    -4.6%	90.5	6.9%	146	146	10.9	-0.1	90.4	-10.9
11	COc1ccc2c(Cl)c(C(=O)NCCCn3ccnc3)sc2c1
    10.5%	13.2*	-6.3%	110	110	1.9	78.6*	91.8*	-1.9
12	CCOC(=O)C(NC(=O)CC)(Nc1nc2c(s1)CCCC2)C(F)(F)F (configuration not stated)
    .	104.0	.	148	148	5.1	4.0	108.1	-5.1
13	S=C(c1ccc(-c2ccc(Cl)c(Cl)c2)o1)N1CCOCC1
    -28.5%	78.8	-15.3%	.	.	.	10.7	89.5	.
14	COc1ccc(S(=O)(=O)N2CCC(C(=O)Nc3cccc(Cl)c3)CC2)cc1OC
    5.2%	.	10.6%	134	134	17.7	.	.	-17.7
15	COc1cccc(NC(=O)c2cccs2)c1
    23.3%	93.0	-18.1%	73	73	-0.6	11.0	104.0	0.6
16	COc1ccccc1N1CCN(C(=O)c2oc3cc(C)cc(C)c3c2C)CC1
    .	67.3	.	85	85	-17.4	-44.2	23.1	17.4
17	CCCS(=O)(=O)N1CCC(C(=O)NCCCN(C)Cc2ccccc2)CC1
    -7.7%	91.2	-2.1%	143	143	6.2	19.0	110.2	-6.2
18	CCN(CC)c1nc(SCC(=O)O)nc(N(CC)CC)n1
    -18.6%	95.6	-4.6%	140	140	2.1	-17.6	78.0	-2.1
19	CC(=O)Nc1ccc(S(=O)(=O)N2CCC(c3nc4ccc(C)cc4[nH]3)CC2)cc1
    -3.3%	90.2	-12.7%	.	.	.	-24.1	66.2	.
20	CN1CN(C)c2cccc3cccc1c23
    .	99.3	.	165	165	-7.1	-15.9	83.4	7.1
21	CN(C(=O)CN1C(=O)c2ccccc2S1(=O)=O)c1ccccc1C(=O)O
    7.7%	82.8	8.0%	137	137	12.2	7.1	89.9	-12.2
22	N#CCCn1cc(/C=N/O)c(-c2ccc(-c3ccccc3)cc2)n1
    13.5%	69.7	-2.0%	98	98	-3.2	-37.9	31.8	3.2
23	COc1cccc(NC(=O)Cc2ccccc2)c1
    0.0%	96.4	-0.7%	194	194	21.2	1.7	98.1	-21.2
24	N#Cc1cc(-c2ccccc2)oc1NC(=O)c1ccccc1
    9.8%	97.0	-2.3%	75	75	6.2	-5.4	91.6	-6.2
25	Cn1c(=O)c2c(SCC(=O)N3CCOCC3)nc(C3CC3)nc2n(C)c1=O
    2.8%	84.5	-2.5%	164	164	-8.1	-2.7	81.8	8.1
26	CCOC(=O)c1cnc(SC)nc1Sc1ccc(Cl)cc1Cl
    7.9%	85.7	-9.3%	.	.	.	-0.3	85.4	.
27	Cc1cc(=O)[nH]c(SCc2cccc(F)c2)n1
    12.3%	98.1	5.0%	165	165	8.1	7.9	106.0	-8.1
28	CCOc1ccc2nc(SCC(=O)N3CCCCCC3)c(C#N)cc2c1
    -8.8%	87.9	-8.8%	116	116	17.9	-49.9	38.1	-17.9
29	CCOC(=O)C(Sc1nnc2c3ccccc3n(CC)c2n1)C(=O)OCC
    -16.6%	68.2	0.0%	149	149	4.9	-11.8	56.4	-4.9
30	COC(=O)Cc1cc(=O)n2[nH]c(C)nc2n1
    9.2%	83.0	-3.5%	.	.	.	8.6	91.6	.
31	COc1ccccc1-c1cc(C(=O)NCc2ccco2)no1
    5.4%	86.4	-3.2%	118	118	4.8	-14.7	71.6	-4.8
32	CS(=O)(=O)N(Cc1ccc(C(=O)NCc2ccco2)cc1)c1ccccc1
    -18.4%	69.5	3.4%	176	176	33.0	17.7	87.2	-33.0
33	COCCCNC(=O)c1ccc(C(=O)NCCCOC)cc1
    -11.2%	95.5	5.6%	206	206	6.7	-1.4	94.1	-6.7
34	Cc1ccc(-n2ncc3c(=O)n(-c4ccc(C)c(C)c4)c(-c4ccco4)nc32)cc1
    -59.5%	71.0	-57.1%	124	124	-2.4	-39.7	31.3	2.4
35	COc1ccc(C2N3CC4(C)CN2CC(C)(C3)C4O)cc1OC (configuration not stated)
    .	89.5	.	173	173	0.3	3.6	93.2	-0.3
36	Cc1cc(C)c(NC(=O)CN2C(=O)NC3(CCCCC3)C2=O)c(C)c1
    -29.3%	74.4	15.1%	197	197	18.4	5.8	80.2	-18.4
37	CC(C)(C)c1ccc(C(=O)N2CCC(C(=O)NCCC3=CCCCC3)CC2)cc1
    -40.3%	.	0.1%	140	140	16.6	.	.	-16.6
38	Clc1ccc(CSC2=NCCCN2)cc1Cl
    30.6%	86.9	7.4%	.	.	.	-0.1	86.8	.
39	O=C(CCn1c(=O)sc2ccccc21)NCCCn1ccnc1
    .	89.0	.	119	119	-4.4	-2.0	87.0	4.4
40	C=C(C)CSc1nnc2n(N)c(=O)c3ccccc3n12
    13.3%	77.7	7.7%	67	67	6.3	9.0	86.7	-6.3
41	Cc1c(C(=O)OCC(=O)N2c3ccccc3CC2C)oc2ccccc12 (configuration not stated)
    .	83.7	0.1%	119	119	4.8	-4.7	79.0	-4.8
42	CC(C)(C)C(=O)N(Cc1nc2ccccc2c(=O)[nH]1)Cc1cccs1
    .	75.1	.	86	86	10.5	12.4	87.6	-10.5
43	CC1CCCN(C(=O)C2c3ccccc3C(=O)N3CCc4ccccc4C23)C1 (configuration not stated)
    -22.7%	77.3	0.5%	131	131	7.0	0.1	77.4	-7.0
44	Cc1ccc(-c2noc(CN3CCOCC3)n2)cc1
    -14.9%	83.5	4.7%	165	165	12.0	10.5	94.0	-12.0
45	CC(C)Oc1ccc(C(CC(=O)O)NC(=O)CSc2ncn[nH]2)cc1 (configuration not stated)
    13.3%	82.8	1.3%	181	181	4.8	6.2	89.0	-4.8
46	CCN1CCN(c2cc(C)c3cc(NC(=O)c4ccc5c(c4)OCO5)ccc3n2)CC1
    -40.7%	.	-2.5%	67	67	14.9	.	.	-14.9
47	Cc1ccc(N2CC(C(=O)OCc3ccccc3F)CC2=O)cc1 (configuration not stated)
    2.4%	85.6	-4.0%	123	123	30.5	10.8	96.4	-30.5
48	CC(C)(C)c1ccc(CN(Cc2ccccc2)C(c2ccccn2)c2nnnn2C(C)(C)C)cc1 (configuration not stated)
    -28.5%	59.3	1.1%	59	59	3.4	16.9	76.2	-3.4
49	CCSc1c(C(=O)NC)ccc2c1C(=O)c1ccccc1C2=O
    6.4%	75.7	-15.5%	152	152	0.2	5.0	80.7	-0.2
50	CCN(CC)C(=O)c1cn(CC)c(=O)c2cc(OC)c(OC)cc12
    7.9%	94.4	1.5%	.	.	.	6.8	101.2	.
51	O=c1oc(-c2cccs2)nc2sc3c(c12)CCCC3
    17.0%	102.4	-35.7%	84	84	1.4	4.7	107.0	-1.4
52	c1ccc(-c2nnc(SCc3cn4ccsc4n3)o2)cc1
    0.7%	99.6	1.3%	189	189	8.8	-24.9	74.7	-8.8
53	Cn1c(=O)c2c(nc(CN3CCc4ccccc4C3)n2Cc2cccc(Cl)c2)n(C)c1=O
    -37.1%	61.7	10.7%	.	.	.	-2.0	59.7	.
54	O=C(Nc1ccncc1)c1ccc2c(c1)C(=O)N(C1CCCCC1)C2=O
    9.3%	84.9	1.2%	204	204	20.8	11.6	96.5	-20.8
55	COc1ccnc(N2CCN(c3ccccc3)CC2)c1C#N
    28.3%	.	6.0%	150	150	6.5	.	.	-6.5
56	COc1ccccc1NC(=O)Cn1c(CN2CCCCC2)nc2ccccc2c1=O
    -33.2%	94.0	5.4%	127	127	-4.7	-3.0	91.0	4.7
57	Cc1cc(O)ccc1-c1cnc2ccccc2n1
    14.3%	95.8	-2.9%	170	170	6.5	-0.1	95.7	-6.5
58	COC(=O)NNC(=O)COc1ccc(Cl)cc1
    -0.3%	.	-11.4%	168	168	-3.6	.	.	3.6
59	Cc1ccc(NC2CC(=O)N(c3ccc(N4CCCCC4)cc3)C2=O)cc1 (configuration not stated)
    -5.9%	83.3	-8.3%	103	103	-1.2	3.4	86.6	1.2
60	O=C(Nc1cccc(-n2cnnn2)c1)c1ccco1
    -12.4%	85.4	0.0%	202	202	-9.1	11.2	96.7	9.1

Additional compounds
Each structure is followed by: PLAP inhibitors HTS	MRP reversal with doxorubicin	Bcl-B TR3 displacers	NFkB transloc inh cell count 2 µM	NFkB transloc pot cell count 2 µM	NFkB transloc pot	MRP reversal	MRP reversal cytotoxicity	NFkB transloc inh
61	CCc1ccccc1S(=O)(=O)Cc1ccc(C(=O)N2CCN(c3ccccn3)CC2)o1
    -54.7%	74.2	4.5%	35	35	-0.2	2.7	76.8	0.3
62	O=C(CN1C(=O)c2ccccc2S1(=O)=O)NCCC1=CCCCC1
    .	.	.	132	132	-2.8	.	.	2.8
63	Cc1ccc(CS(=O)(=O)Cc2ccc(C(=O)NCc3cccnc3)o2)cc1
    11.1%	84.0	-9.7%	105	105	-7.5	3.2	87.2	7.5
64	COc1ccc(CCNc2nnc(Sc3nnnn3-c3ccccc3)s2)cc1OC
    -42.3%	40.5	-2.6%	125	125	9.6	-11.5	29.0	-9.6

High-throughput results from PubChem.

These rows are one share of the data; the hit share may differ from the screen's.
